USP2a inh: qHTS Assay for Inhibitors of Ubiquitin-specific Protease USP2a Using CHOP2 as the Reporter | USP2 core, Ub-CHOP2 coupled fluorogenic reporter, 485/531 | Potency, µM (top dose mostly 38.3 µM), for the others: at the highest dose activity change, negative = inhibition, actives largely listed as inhibitors | 330,000 compounds, 0.01% hits | AID 463254, 2010;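 also: potency is read from the fitted curve at half-maximal effect; plate controls were DMSO wells for no effect and full inhibition by NEM control for full effect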
Target sequence (O75604 whole entry, looked up): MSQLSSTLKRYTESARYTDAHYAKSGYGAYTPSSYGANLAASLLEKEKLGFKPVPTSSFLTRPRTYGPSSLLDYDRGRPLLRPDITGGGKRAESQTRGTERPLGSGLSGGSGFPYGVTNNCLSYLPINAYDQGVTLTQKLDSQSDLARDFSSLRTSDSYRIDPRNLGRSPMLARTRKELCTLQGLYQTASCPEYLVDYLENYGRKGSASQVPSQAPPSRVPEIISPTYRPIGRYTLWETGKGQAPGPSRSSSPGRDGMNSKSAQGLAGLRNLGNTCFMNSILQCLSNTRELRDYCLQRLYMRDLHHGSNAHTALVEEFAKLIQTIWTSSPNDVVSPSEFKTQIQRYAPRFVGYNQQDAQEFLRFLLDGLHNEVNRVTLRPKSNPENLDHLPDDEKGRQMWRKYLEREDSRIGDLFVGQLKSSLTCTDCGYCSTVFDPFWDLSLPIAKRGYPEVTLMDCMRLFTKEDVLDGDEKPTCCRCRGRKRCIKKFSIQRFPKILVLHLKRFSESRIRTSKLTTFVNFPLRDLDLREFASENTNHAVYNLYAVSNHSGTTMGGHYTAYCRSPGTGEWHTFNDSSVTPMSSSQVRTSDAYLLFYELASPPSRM
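USP2 core (10nM final) preincubated 30min RT with compound in 20mM Tris-HCl pH 8.0, 2mM CaCl2, 2mM beta-mercaptoethanol, 0.05% CHAPS; 25nM Ub-CHOP2 plus 25nM reporter substrate added, fluorescence (Ex485/Em531) read after 60min.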
B2AR arrestin: qHTS assay of beta-arrestin-biased ligands of beta2-adrenergic receptor | 330,000 compounds, 0.02% hits | beta-arrestin recruitment to beta2AR, cell-based reporter | Potency, µM (doses to about 46.1 µM), for inactives: at the highest dose activation, actives largely listed as activators | Beta-2 adrenergic receptor (Homo sapiens), P07550 | AID 492947, 2010;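 also: potency is read from the fitted curve at half-maximal effect; 0% = DMSO controls and full agonism = EC100 isoproterenol or metaproterenol; nearly all actives have a fitted effect of over 65% in size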
Coupling enz: qHTS Assay for Inhibitors of Fructose-1,6-bisphosphate Aldolase from Giardia Lamblia: Coupling assay counterscreen. coupling enzyme system counterscreen, AmpLite Red fluorescence. activity change, negative = inhibition, % at 58.2 µM, hits read low. 290,000 compounds, 0.67% hits. AID 2472, 2010; in the data active = activity change below about -30%
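Fluorescence at 525 nm excitation and 598 nm emission measured inhibition of the coupled detection system without aldolase. Compounds (at 57.5 uM final) were preincubated 10 min at room temperature with coupling enzyme reagent before a 20 min substrate/AmpLite Red step.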
KCNH2 3.1 block: qHTS for Inhibitors of KCHN2 3.1: Mutant qHTS; Potassium voltage-gated channel subfamily H member 2, brain isoform KCNH2 3.1 (human); U2OS KCNH2 3.1, thallium flux FluxOr; hits give low values; activity change, % (tested at about 1.8 µM); 340,000 compounds, 0.95% hits;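 active = maximum activity change below -70%; inconclusive = maximum activity change from -70% to -50%; inactive = maximum activity change above -50%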;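 also: thallium influx rate constant from kinetic fluorescence after stimulation buffer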
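Thallium flux read-out: FluxOr dye with Red40 quencher in HBSS/HEPES, 45 min at RT. Rate constants from kinetic reads were normalized to positive and negative DMSO controls. Cells: U2OS virally expressing the 3.1 isoform.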
KCNH2 WT inh: qHTS for Inhibitors of KCHN2 3.1: Wildtype qHTS | Voltage-gated inwardly rectifying potassium channel KCNH2 (Homo sapiens), Q12809 | U2OS, BacMam KCNH2, thallium flux FluxOr; hits give low values | activity change, % at 1.84 µM | 340,000 compounds, 0.37% hits;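 active = maximum activity change below -70%; inconclusive = maximum activity change between -70% and -50%; inactive = maximum activity change above -50%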
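U2OS cells transduced with wild-type KCNH2 virus are loaded with FluxOr dye for 45 min, and thallium flux is measured in kinetic reads before and after stimulation buffer. Rate constants are normalized to DMSO controls.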
GALK inh: qHTS Assay for Inhibitors of Human Galactokinase (GALK); P51570; Purified GALK, Kinase-Glo residual ATP luminescence; Potency, µM (titrated, usually from 57.5 µM), for the others: at the highest dose activity change, negative = inhibition, actives largely listed as inhibitors; 270,000 compounds, 0.007% hits; also: potency is read from the fitted curve at half-maximal effect
Target sequence (P51570 whole entry, looked up): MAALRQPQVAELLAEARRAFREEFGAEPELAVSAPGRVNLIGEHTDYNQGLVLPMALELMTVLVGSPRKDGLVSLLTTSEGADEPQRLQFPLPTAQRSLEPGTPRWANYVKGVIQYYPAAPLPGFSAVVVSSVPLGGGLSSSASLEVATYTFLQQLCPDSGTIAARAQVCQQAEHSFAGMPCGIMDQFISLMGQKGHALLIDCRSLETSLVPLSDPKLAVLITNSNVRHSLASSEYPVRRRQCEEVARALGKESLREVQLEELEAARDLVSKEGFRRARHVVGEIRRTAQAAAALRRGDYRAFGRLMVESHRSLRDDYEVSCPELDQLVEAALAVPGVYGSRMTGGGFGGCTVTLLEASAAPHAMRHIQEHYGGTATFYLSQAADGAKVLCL
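Compounds were pin-transferred into ATP buffer (35 uM final), then GALK plus galactose (5 nM, 100 uM final) was added. After 1 h at room temperature, Kinase-Glo Plus was added and luminescence read after 10 min.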
uPA generation: qHTS for Inhibitors of Cell Surface uPA Generation | 330,000 compounds, 0.31% hits | AID 540303, 2011 | Potency, µM (doses to about 38.3 µM), without a hit: at the top dose activity change, negative = inhibition, most hits filed as inhibitors | cell surface uPA generation assay, qHTS; active = well fitted inhibition curve with a large enough effect; inconclusive = small, poorly fitted or top-dose-only effect; inactive = no such curve, though single readings can be large or run the other way; tested in mouse RAW 264.7 cells; also: potency is read from the fitted curve at half-maximal effect; nearly all actives have a fitted effect of over 55% in size
Giardia killer: Small Molecules that selectively kill Giardia lamblia: qHTS. Giardia lamblia trophozoite viability. activity change, % at 7.66 µM, hits read low. 340,000 compounds, 0.15% hits; in the data active = activity change below about -80%; inconclusive = between about -30% and that limit;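 also: parasites exposed to compound for two days anaerobically before the ATP read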
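Luminescent ATP signal served as the viability read-out, measured 15-30 min after adding ATP detection reagent to trophozoites that had been incubated with compounds for 48 hrs at 37 deg C anaerobically at 100 cells/well.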
PKM2 activator: qHTS Assay for Activators of Human Muscle isoform 2 Pyruvate Kinase; 260,000 compounds, 0.34% hits; purified PKM2, Kinase-Glo ATP luminescence, activation; response scale: 0% is enzyme alone, no compound; Potency, µM (doses to about 57.5 µM), for inactives: top-dose activation, most hits filed as activators; Pyruvate kinase PKM (Homo sapiens), P14618; also: potency is read from the fitted curve at half-maximal effect; nearly all actives have a fitted effect of over 55% in size
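Kinase-Glo luminescence reports ATP generated from ADP (0.1 mM) and PEP (0.5 mM) by purified hPK-M2 after 1 h at room temperature, pH 7.2 imidazole buffer; intermediate enzyme activity allows detecting inhibitors and activators.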
BCR signal inh: qHTS Assay to Find Inhibitors of Chronic Active B-Cell Receptor Signaling | ABC-DLBCL IkBa-CBG/CBR reporter, luminescence ratio, 4 h | Potency, µM (titrated, usually from 46.1 µM), for the others: at the top dose ratio change, negative = lower green/red ratio, most hits filed as inhibitors | 340,000 compounds, 0.05% hits | AID 493014, 2011; active = well fitted inhibition curve with a large enough effect in the signal ratio, with a control signal flat, not every such curve was filed as active; inconclusive = small, poorly fitted or top-dose-only effect, or effect the other way, or a change in a side signal; the % refers to the signal ratio;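 also: potency is read from the fitted curve at half-maximal effect; plate controls were basal doxycycline-induced cells for no effect and cells given 10 µM MG132 for full effect; MG132 reads +100%, hits lower the ratio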
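Compounds up to 46 uM were incubated four hours with TMD8 cells whose green CBG68 luciferase is fused to IkappaBalpha; red CBR luminescence normalised the signal, and concentration-effect curves were fitted to fusion, red and ratio data.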
Eya2 inh: qHTS Assay for Inhibitors of the Phosphatase Activity of Eya2; Protein phosphatase EYA2 (Homo sapiens), O00167; recombinant Eya2, OMFP fluorescence dephosphorylation (OMFP is methylfluorescein phosphate); Potency, µM (titrated, usually from 76.9 µM), without a hit: top-dose activity, negative = inhibition, actives largely listed as inhibitors; 330,000 compounds, 0.006% hits; also: potency is read from the fitted curve at half-maximal effect
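Eya2 protein (added as 0.2 uM solution) was preincubated with compound for 10 min at ambient temperature in 50 mM HEPES pH 7.5, 50 mM NaCl, 5 uM MgCl2, 0.05% BSA, 1 mM DTT. OMFP (added at 50 uM) then reacted 10 min; fluorescence read at 485/525 nm.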
An asterisk follows results filed as active; ? = inconclusive; . = no result given; & = joins results of further samples; [ ] = remark or other dose. Unless noted, calls follow the shape of the dose curve; as a rule, active = well fitted curve in the direction sought with a large enough effect; inconclusive = small, poorly fitted or top-dose-only effect, or another doubt; inactive = no such curve, though single readings can be large; an effect the other way counts as inactive or inconclusive. Unless noted, % is scaled to controls: 0 for no effect and ±100 for the full control effect.

no.	compound	USP2a inh	B2AR arrestin	Coupling enz	KCNH2 3.1 block	KCNH2 WT inh	GALK inh
1	O=S1(=O)[C@H]2C[C@@H]3C=C[C@@]2(CN1Cc1ccccc1F)O3	1%	0.4%	0	-13	-10	.
2	Cc1ccccc1C(=O)/C=C1/SCC(=O)N1C	4%	-0.1%	1	-82*	-8	10%
3	CC1(c2ccccc2)NC(=O)N(CC(=O)Nc2ccc(Cl)c(S(=O)(=O)N3CCCCC3)c2)C1=O (stereo not given)	1%	0.2%	.	2	-2	8%
4	CCOc1ccc(OCCC(=O)NNC(=O)c2nn(C)c(=O)c3ccccc23)cc1	0%	-0.7%	.	6	5	6%
5	S=C(NCCc1ccccc1)Nc1ccc(Cl)cc1	-1%	-0.3%	2	-1	-7	.
6	CCNC(=O)Cc1c(OC)ccc2cc(Br)ccc12	-1%	0.0%	-5	11	-4	-1%
7	Cn1c(=O)oc2cc(S(=O)(=O)N3CCC(C(=O)NCc4ccccc4Cl)CC3)ccc21	-2%	-0.1%	4	-10	0	4%
8	Cc1csc(NC(=O)CCNC(=O)c2ccccc2Cl)n1	0%	-0.1%	3	30	-10	1%
9	Cc1ncoc1C(=O)N1CCCC(N2CCN(c3ccccc3F)CC2)C1 (stereo not given)	3%	-0.1%	.	0	9	-9%
10	O=C(CNC(=O)c1ccccc1F)OCc1nc2ccccc2s1	2%	0.0%	6	-10	0	3%
11	COC(=O)Cn1cnc2scc(-c3ccc(C)c(C)c3)c2c1=O	-1%	-0.7%	1	3	-7	-3%
12	COc1ccc(-c2nnc(SCC(=O)NC(=O)NCc3ccco3)o2)cc1	1%	-0.1%	2	-2	-1	0%
13	N#CCN1CCCC(C(N)=O)C1 (stereo not given)	2%	0.0%	3	2	1	2%
14	CCCCCCCCCCOC(=O)C[N+](C)(C)C/C=C(/C)Cl	-1%	4.0%	-2	-14	3	0%
15	COc1cc(C(=O)NCC(=O)OCc2ccccc2Cl)cc(OC)c1OC	2%	0.5%	2	-10	4	-1%

no.	uPA generation	Giardia killer	PKM2 activator	BCR signal inh	Eya2 inh
1	-8%	9	-1%	-19%	13%
2	1%	6	-8%	-3%	-11%
3	3%	-6	0%	?	2%
4	-8%	-8	-1%	-4%	-3%
5	-1%	-20	12%	?	1%
6	-16%	-17	9%	2%	-7%
7	3%	-21	10%[0.46 µM]	0%	10%
8	4%	-18	18%	?	10%
9	0%	6	.	1%	-16%
10	0%	-7	-19%	5%	-2%
11	-4%	-9	-4%	3%	6%
12	-2%	-22	-1%	-9%	-1%
13	-3%	-11	5%	-16%	-5%
14	?	-4	2%	?	-8%
15	3%	-5	?	-2%	11%

Carrying on:
no.	compound	USP2a inh	B2AR arrestin	Coupling enz	KCNH2 3.1 block	KCNH2 WT inh	GALK inh
16	Nc1cc(C(F)(F)F)cc([N+](=O)[O-])c1N	1%	0.1%	-5	-1	-3	3%
17	CCC(=O)Nc1ccc(C(=O)COC(=O)Cc2ccsc2)cc1	0%	-1.7%	.	-10	-13	.
18	COc1ccc(C2NC3=C(CCC3)C3(C#N)C4(N=C(N)C23C#N)OCCO4)cc1 (stereo not given)	4%	-1.1%	-9	-3	2	9%
19	O=C(CSc1ncccn1)Nc1ccc(N2CCOCC2)cc1	2%	0.4%	3	11	-9	1%
20	Cc1cc(=O)oc2cc(NC(=O)C3CC(=O)N(Cc4ccccc4)C3)ccc12 (stereo not given)	-1%	-0.2%	1	-71*	27	0%
21	CC(=O)Nc1ccc(OC(=O)c2cc([N+](=O)[O-])ccc2Cl)cc1	1%	0.2%	-1	-8	-6	-1%
22	CC(C)(C)c1ccccc1OCCOCCN1CCCCCC1	-1%	-0.3%	-5	-49	13	8%
23	Cn1cc(CN2CCC(CO)CC2)c(-c2ccc(Oc3ccccc3)cc2)n1	-1%	-1.0%	-2	-10	21	-1%
24	CCOc1ccc(CN2CCCC(CO)(Cc3ccccc3F)C2)cc1 (stereo not given)	2%	-0.1%	1	?	38	4%
25	CC(=O)c1cnc(Nc2nc(C)c3ccc(C)cc3n2)nc1C	-2%	0.1%	0	13	9	-2%
26	COc1ccc(N(CC(=O)NCCOc2ccccc2)S(=O)(=O)c2ccc(C)cc2)cc1	-1%	-0.2%	1	-34	22	4%
27	O=C(CCNS(=O)(=O)c1ccc(Br)s1)NCc1ccccc1	-1%	0.2%	0	1	1	1%
28	Clc1cnc(Nc2cccnc2)c(Cl)c1	3%	-0.3%	0	8	3	0%
29	CC(=O)CCc1c(C)[nH]c2ccc(NC(C)=O)cc2c1=O	2%	-0.1%	-1	-8	-5	1%
30	CCCCc1nc2cc(C(=O)NCc3cc(C)n(C)n3)ccc2o1	1%	-0.5%	4	0	-2	1%

no.	uPA generation	Giardia killer	PKM2 activator	BCR signal inh	Eya2 inh
16	?	-2	3%	-3%	-4%
17	-10%	-21	.	?	-6%
18	-7%	12	2%	?	-4%
19	-8%	-10	-4%	?	-29%
20	4%	-22	5%	-15%	-3%
21	-5%	13	-3%	3%	-3%
22	-2%	18	6%	1%	-9%
23	3%	4	0%	?	-6%
24	25%	13	3%	2%	?
25	4%	-2	-1%	0%	9%
26	5%	16	.	-2%	-3%
27	1%	4	1%	5%	-3%
28	3%	13	-3%	-15%	4%
29	4%	-10	-5%	3%	-1%
30	10%	-4	1%	-2%	4%

In a second layout: entries from further up.
cpd | canonical_smiles | USP2a inh | B2AR arrestin | Coupling enz | KCNH2 3.1 block | KCNH2 WT inh | GALK inh | uPA generation | Giardia killer | PKM2 activator | BCR signal inh | Eya2 inh
24 | CCOc1ccc(CN2CCCC(CO)(Cc3ccccc3F)C2)cc1 (stereo not given) | 2% | -0.1% | 1 | ? | 38 | 4% | 25% | 13 | 3% | 2% | ?
25 | CC(=O)c1cnc(Nc2nc(C)c3ccc(C)cc3n2)nc1C | -2% | 0.1% | 0 | 13 | 9 | -2% | 4% | -2 | -1% | 0% | 9%

Along the list, quoted from above.
B2AR arrestin, nos. 17 to 22: -1.7%, -1.1%, 0.4%, -0.2%, 0.2%, -0.3%
BCR signal inh, nos. 17 to 22: ?, ?, ?, -15%, 3%, 1%

(continued)
no.	compound	USP2a inh	B2AR arrestin	Coupling enz	KCNH2 3.1 block	KCNH2 WT inh	GALK inh
31	Cc1ncc(S(=O)(=O)C(C)(C)C)c(N)n1	0%	0.4%	7	9	-4	5%
32	COc1cc(OC)cc(C(=O)Nc2ccc(S(=O)(=O)Nc3cc(C)nc(C)n3)cc2)c1	-2%	-0.1%	11	.	.	0%
33	O=C(CSc1nc(-c2cccs2)nc2ccccc12)NC1CCS(=O)(=O)C1 (stereo not given)	1%	-1.2%	.	2	23	.
34	CN(c1nc2ccccc2nc1Cl)S(=O)(=O)c1ccccc1	2%	-0.4%	-10	24	-3	1%
35	COc1cccc(-n2c(C)c3c(OC)cccc(=O)c3c2C)c1	1%	3.1%	-15	-11	0	11%
36	CCN(CC)C(=O)Oc1ccccc1NC(C)=O	0%	-0.3%	0	3	14	0%
37	OCCN(CCO)CC(O)COc1ccc(Br)cc1 (stereo not given)	-2%&0%	-0.3%&0.4%	3&1	5&-7	0&7	1%&6%
38	COc1ccc(-c2nc(CS(=O)(=O)CC(=O)NCc3ccccc3Br)c(C)o2)cc1	2%	-0.4%	-1	0	3	.
39	O=C(c1ccc(Cl)nc1)c1cccs1	-6%	0.1%	5	7	4	-1%
40	Cc1ccc(S(=O)(=O)Cn2cnnn2)cc1	0%	0.3%	0	1	23	1%
41	CCc1ccc(-c2cc(C(=O)Nc3c(C)n(C)n(-c4ccccc4)c3=O)c3ccccc3n2)s1	2%	0.4%	-1	3	1	-4%

no.	uPA generation	Giardia killer	PKM2 activator	BCR signal inh	Eya2 inh
31	5%	-5	-9%	-11%	-5%
32	.	.	-2%	-1%	-14%
33	8%	9	.	?	-5%
34	-5%	5	.	?	-1%
35	-2%	27	-15%	?	13%
36	-3%	-2	0%	0%	4%
37	-4%&-10%	?	2%&1%	0%&5%	5%&6%
38	5%	1	1%	-24%	?
39	-3%	16	4%	0%	11%
40	3%	-11	-2%	?	8%
41	.	1	6%	2%	5%
